DAGLB inhibitor – diacylglycerol lipase beta (human) inhibition; HEK293T DAGLB membrane lysate, EnzChek fluorogenic substrate; Q8NCG7; actives 0.059% (n = 340,000); inhibition, % at 5.17 µM; AID 504411; in the data active = inhibition above about 34%;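 also: 0% = enzyme with vehicle and 100% = wells lacking enzyme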
Target sequence (Q8NCG7 whole entry, looked up): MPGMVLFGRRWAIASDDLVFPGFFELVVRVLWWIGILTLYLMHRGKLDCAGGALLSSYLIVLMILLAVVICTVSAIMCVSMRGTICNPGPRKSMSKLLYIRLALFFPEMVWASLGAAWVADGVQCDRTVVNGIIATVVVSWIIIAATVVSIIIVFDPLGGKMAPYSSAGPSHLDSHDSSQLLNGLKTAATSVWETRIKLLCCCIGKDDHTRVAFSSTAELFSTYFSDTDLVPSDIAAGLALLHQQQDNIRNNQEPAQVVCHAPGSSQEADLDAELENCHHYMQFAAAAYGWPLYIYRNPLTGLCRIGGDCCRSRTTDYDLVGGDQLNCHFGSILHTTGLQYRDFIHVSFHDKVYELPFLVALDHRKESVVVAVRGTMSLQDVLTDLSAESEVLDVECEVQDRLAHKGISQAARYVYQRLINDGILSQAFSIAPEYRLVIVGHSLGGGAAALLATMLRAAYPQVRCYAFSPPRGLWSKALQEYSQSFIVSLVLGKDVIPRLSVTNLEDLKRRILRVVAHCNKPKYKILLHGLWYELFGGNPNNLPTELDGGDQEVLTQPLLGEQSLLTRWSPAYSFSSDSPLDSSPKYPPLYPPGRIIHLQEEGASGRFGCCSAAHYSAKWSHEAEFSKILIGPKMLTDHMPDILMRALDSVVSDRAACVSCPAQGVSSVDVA
Wnt act – activators of Wnt/beta-catenin signaling | Wnt/beta-catenin reporter cell assay, activator, plate reader | activation, % at 9.35 µM | actives 1.2% (n = 300,000) | AID 743398; in the data active = activation above about 30%, passing the limit was not always enough; inconclusive = no clear call, values can overlap the other calls;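 also: 0% = neutral control wells and 100% = positive control wells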
Rtt109 HAT inh – blocks Candida albicans Rtt109/Vps75 acetyltransferase activity; Q5AAJ8; purified Rtt109/Vps75, ThioGlo CoA-SH fluorescence, 4 h; inhibition, % at 34.9 µM; actives 0.16% (n = 330,000); AID 540336;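 active = inhibition of at least 50% in every replicate; inconclusive = best replicate reaches 50% inhibition but some replicates fall short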
Target sequence (Q5AAJ8 whole entry, looked up): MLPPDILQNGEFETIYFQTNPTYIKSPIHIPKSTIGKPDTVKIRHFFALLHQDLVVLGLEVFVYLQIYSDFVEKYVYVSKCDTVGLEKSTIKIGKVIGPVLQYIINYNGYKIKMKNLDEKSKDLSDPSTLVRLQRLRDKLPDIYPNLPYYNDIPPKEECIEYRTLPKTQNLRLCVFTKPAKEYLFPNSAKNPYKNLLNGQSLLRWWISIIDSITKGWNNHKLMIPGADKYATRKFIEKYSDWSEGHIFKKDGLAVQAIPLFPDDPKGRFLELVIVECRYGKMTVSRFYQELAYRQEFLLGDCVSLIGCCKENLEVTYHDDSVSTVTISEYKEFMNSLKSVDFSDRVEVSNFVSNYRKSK
E coli growth – reduces bacterial viability in AddAB counter-screen | E. coli V3065 growth, OD600 absorbance, 18 h | inhibition, % at 11.9 µM | actives 0.27% (n = 330,000);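 active = inhibition above the campaign's mean inhibition across all tested compounds plus 3 SD, cut at about 9.9% in these data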;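 also: uninfected addAB+ strain grown without phage in ampicillin broth; 0% = DMSO wells and 100% = ciprofloxacin 0.95 µg/ml wells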
Tat export inh – E. coli Tat transport inhibition. E. coli MC4100 TorA-mCherry Tat export, fluorescence. inhibition, % at 10 µM. actives 0.036% (n = 340,000). AID 488895;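 active = mean replicate inhibition at least 50% and at least half of replicates individually reaching 50%; inconclusive = only one of the two criteria met; inactive = neither criterion met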;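 also: exported cargo escapes ClpAP degradation while cytoplasmic cargo is degraded and loses fluorescence; 0% = median of neutral control wells and 100% = median of NaSCN control wells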
phage Ecoli inh – E. coli growth loss with phage present; inhibition, % at 11.9 µM; growth absorbance; actives 0.26% (n = 360,000); AID 651602; in the data active = inhibition above about 11%
CAL PDZ inh – blocks peptide binding to human CAL PDZ domain. Q9HD26. purified CAL PDZ, TMR-peptide fluorescence polarization, 1 h. inhibition, % at 20 µM. actives 0.02% (n = 330,000). AID 504414;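 active = highest replicate inhibition of at least 40%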;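 also: plate controls were DMSO neutral control wells for no effect and unlabeled competitor peptide control wells for full effect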
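material = purified tagged CAL PDZ domain construct (CerCALP) | buffer or medium = sodium phosphate/NaCl buffer pH 7.4 with TCEP, IgG, Thesit | reagent = TMR-labelled reporter peptide T*-PRC34 bound in PDZ groove | incubation = 1 h room-temperature incubation prior to read | measured by = fluorescence polarization (mP) | evaluation = percent inhibition from loss of millipolarization | control set = unlabelled peptide and DMSO controls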
AddAB inh – less growth of phage-infected E. coli with AddAB | actives 0.29% (n = 330,000) | AID 435030 | inhibition, % at 11.9 µM | E. coli expressing H. pylori AddAB, absorbance growth; in the data active = inhibition above about 12%;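 also: 0% = vehicle wells of infected cells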
PfHsp90 set2 – reduces growth (ATP signal) of yeast expressing P. falciparum Hsp90; S. cerevisiae expressing PfHsp90, BacTiter-Glo ATP, 48 h; yeast lacking PDR1 and PDR3 efflux regulators; AID 504621; inhibition, % at 9.4 µM; actives 0.32% (n = 310,000);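 active = every replicate shows inhibition above about 80%, whatever the replicate mean, limit read from the data; inconclusive = mean inhibition reaches the set limit but some replicate falls short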;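 also: 0% = DMSO neutral controls and 100% = 20 µM radicicol positive controls; yeast relying on Plasmodium falciparum Hsp90 in place of its own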
PvdQ acylase – blocks Pseudomonas aeruginosa PvdQ acylase activity; actives 0.063% (n = 340,000); purified PvdQ acylase, fluorescence plate reader; inhibition, % at 10 µM; in the data active = inhibition above about 30%, passing the limit was not always enough; inconclusive = no clear call, values can overlap the other calls;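 also: 0% = vehicle neutral wells and 100% = reference inhibitor wells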
* hit, by the source's call; ? = inconclusive; . = no result given.

SMILES	DAGLB inhibitor	Wnt act	Rtt109 HAT inh	E coli growth	Tat export inh	phage Ecoli inh	CAL PDZ inh	AddAB inh	PfHsp90 set2	PvdQ acylase
Cc1ccc(NC2CCCN(C(=O)c3ccc4nccnc4c3)C2)cc1C (stereo not given)	1	0	-10	.	0	0.6	-2.8	.	-25	-12
COCc1ccc(C(=O)N2CCCC(Nc3ccc4c(c3)OCCO4)C2)o1 (stereo not given)	2	-2	-13	-0.3	-1	-1.5	-0.6	-2.2	9	3
CC(CC(=O)O)CC(=O)Nc1ccc(Br)cc1 (stereo not given)	-1	1	16	1.1	-1	0.5	0.3	2.3	8	-4
COc1ccc(N2C(=O)CCC(C(=O)NCCN3CCOCC3)C2c2ccc(OC)c(OC)c2)cc1 (stereo not given)	0	-1	-4	.	-5	1.6	.	.	15	6
CN(c1ccccc1C(=O)NC1CCCCC1)S(=O)(=O)c1ccccc1	-1	-2	-1	0.2	0	1.8	-5.8	-0.5	-7	-14
Fc1ccc(NC(=S)Nc2ccccc2OC(F)F)cc1Cl	0	.	-2	2.1	4	13*	-0.3	4.7	-2	0
CSCCC(NC(=O)c1cc(C)oc1C)C(=O)O (stereo not given)	-2	-2	.	-2.2	5	3.3	-1.7	0.0	.	-14
CCC(C)N1C(=O)CCC1C(=O)NCc1ccc2c(c1)OCO2 (stereo not given)	-2	-2	5	1.6	1	3.9	-0.9	1.8	-7	-10
COc1cccc(CNc2ncc(Br)cc2Br)c1O	-6	.	2	3.8	5	4.7	-0.7	1.0	-9	-15
O=C(O)c1ccc(-c2ccc(/C=c3/sc4nc5ccccc5n4c3=O)o2)cc1Cl	-2	2	-4	-1.4	-2	1.2	-6.1	0.0	-33	-4
O=C(Oc1ccc2cc(Br)ccc2c1)c1cccnc1	-4	.	2	0.6	-2	1.2	-2.6	2.1	18	-18
C/C(=N\NC(=O)C(C)Nc1cccc(Cl)c1)c1ccc([N+](=O)[O-])cc1 (stereo not given)	1	-2	0	-1.0	0	2.0	0.1	-1.5	20	-9
CCc1ccc2nc(SCC(=O)NCC3CCCO3)c(C#N)cc2c1 (stereo not given)	-2	3	-8	-0.6	8	7.0	.	0.0	3	9
Cc1ccc(CNC(=O)C2CCCN(Cc3cnn(-c4ccccc4)c3-n3cccc3)C2)cc1 (stereo not given)	0	.	-6	-1.3	5	-0.6	-0.7	0.6	-62	-13
Cc1ccccc1N1C(=O)[C@@H]2Cc3ccccc3CN2C1=O	-2	.	-5	1.3	4	2.2	-1.0	3.9	.	-8
COc1ccc(C(=O)C[n+]2cn(C(F)F)c3ccccc32)c(F)c1	3	14	-11	0.9	2	2.1	-0.5	-0.8	.	-11
CCN(CC)CCNC(=S)N1CCn2c(nc3ccccc32)C1	-3	-1	-8	0.0	-4	6.6	-0.8	6.5	-10	-15
Cc1cccc(C)c1NC(=O)N1CCC(n2c(=O)[nH]c3ccccc32)CC1	-1	-3	-5	-2.5	-1	2.7	0.2	-1.4	-5	-12
O=C(NCc1ccc2c(c1)OCO2)c1cccnc1	-2	.	-2	-3.1	-3	0.6	-0.2	0.5	.	-2
NC(=O)c1ccc(NC(=O)c2ccc(COc3ccccc3Br)cc2)cc1	-1	3	2	.	0	1.0	-1.5	.	-19	-9
Cc1ccnc(NC(=O)CCCOc2ccc(Cl)cc2C)c1	.	-1	.	-3.3	.	2.9	.	1.9	.	.
N#Cc1ccc(-c2cccnc2)nc1SCc1ccc(Cl)c(Cl)c1	-2	-1	.	.	4	2.0	-3.5	.	7	5
COc1ccc(-c2cc(C(=O)N3CCN(C(=O)c4ccco4)CC3)[nH]n2)cc1	-2	3	-9	1.1	-3	1.3	-2.7	3.9	-8	-17
Cc1cc(F)c(F)cc1C(=O)N1CCCC1	-1	6	1	0.1	-5	3.8	0.1	3.2	12	-10
COC(=O)COc1cccc(NC(=O)c2cccc(C)c2)c1	0	-1	0	-0.3	?	4.2	-2.1	3.1	-24	-13
Cc1cc(C)c(C)c(S(=O)(=O)N2CCN(Cc3nc4ccccc4[nH]3)CC2)c1C	0	.	-4	1.9	0	3.2	-3.1	0.4	-1	-11
Cc1cccc(-n2ncc3c(N)ncnc32)c1	1	6	22	-2.2	-3	1.1	.	-0.3	-8	12
Cc1cc(C)c(S(=O)(=O)N2CCN(c3ccccc3)CC2)c(C)c1	-4	-2	12	1.2	2	1.3	-9.0	-0.4	6	-9
O=C(c1ccc(OC2CCN(CCc3ccccc3)CC2)cc1)N1CCCC(CCCO)C1 (stereo not given)	1	-2	-4	-0.8	-2	2.4	-1.3	0.5	-14	-8
CS(=O)(=O)N(CC(=O)N1CCc2ccccc2C1)c1cccc([N+](=O)[O-])c1	-3	-3	5	-2.4	3	4.5	-1.4	2.7	-5	11
CC1(C)CC(=O)C/C(=N/NC(=O)C2CCN(S(=O)(=O)c3cccs3)CC2)C1	-1	-2	22	-1.3	2	3.9	-3.0	1.0	-4	9
O=C(/C=C/c1ccccc1Cl)NNC(=O)c1ccncc1	0	1	0	-1.4	0	0.4	-0.1	2.1	-15	0
Cc1cc(C)c2nc(/N=C(\N)NC(=O)c3ccccc3)nc(C)c2c1	1	-1	-11	1.8	-9	3.4	-1.7	0.2	12	-6
C=CCNc1nc(C(=O)OCC(=O)N(Cc2ccccc2)C(C)C)cs1	3	-1	0	2.8	-2	1.9	0.0	0.5	18	-9
COC(CN(C)C(=O)C1CCC(CNS(=O)(=O)c2ccccc2)CC1)OC (stereo not given)	-3	-12	-3	-1.9	2	-0.6	0.4	0.0	0	-18
O=C(Cc1ccc(-c2ccccc2)cc1)NCc1ccccc1	-2	-28	-2	-0.4	-5	-0.1	0.0	2.1	10	-5
CCc1nn2c(=O)c(S(=O)(=O)Nc3ccccc3)c(C)nc2s1	1	1	-6	-1.2	-16	-0.7	-1.7	3.0	-35	-4
CC(=O)N[C@H]1[C@H]([C@H](O)[C@H](O)CO)OC(C(=O)O)=C[C@@H]1O	2	2	17	0.9	-10	3.2	0.0	-2.4	2	0
NS(=O)(=O)c1ccc(NC(=O)C(Sc2ccccc2)c2ccccc2)cc1 (stereo not given)	-1	3	5	-0.6	1	6.1	-2.5	-1.0	.	-9
C[C@H](CO)N1C[C@H](C)[C@H](CN(C)Cc2ccc(Oc3ccccc3)cc2)Oc2ccc(NC(=O)Nc3cccc4ccccc34)cc2CC1=O	0	-7	-4	-0.6	-8	1.1	-0.1	3.2	7	1
c1csc(-c2nn3c(Cn4nnc5ccccc54)nnc3s2)c1	-4	-2	3	1.3	-8	4.4	-1.5	0.9	-35	-12
O=C(CC1CCCC1)Nc1ccc(Cl)c(S(=O)(=O)N2CCOCC2)c1	-3	0	5	-2.5	0	2.5	-1.0	-0.7	4	4
S=C(NCC1CCCO1)N1CCN(c2nc(-c3ccc(Cl)cc3)cs2)CC1 (stereo not given)	-7	3	1	0.1	8	-1.1	-0.3	1.9	-46	-12
C=CCOc1ccc(Br)cc1CNC(C)(C)C	2	8	-3	-5.2	-10	3.4	-2.4	2.0	1	-8
CCOC(=O)C1=CNS(=O)(=O)NC1c1ccc(C(F)(F)F)cc1 (stereo not given)	0	0	-6	-0.7	4	1.7	0.0	0.4	4	-12
Cc1cccc(N2CCN(S(=O)(=O)c3c(C)[nH]c(C)c3C(=O)N3CCCC3)CC2)c1C	-6	0	-10	0.0	4	1.1	-1.0	5.2	2	4
O=C(CN1CCOCC1)NNC(=S)Nc1ccccc1	0	0	0	1.7	-6	4.3	-2.8	3.7	-27	1
COc1ccc(OCCCn2cccc2/C=C2/C(=N)N3OC(C)=CC3=NC2=O)cc1	-3	21	9	-0.6	-6	0.6	-2.7	-1.9	-5	-1
COc1ccc(NC(=O)COC(=O)Cc2ccc(-c3ccccc3)cc2)c(OC)c1	-5	1	-6	0.5	7	1.5	-1.1	-0.3	-5	-9
CCS(=O)(=O)N1Cc2ccccc2CC1C(=O)Nc1nc2ccccc2s1 (stereo not given)	2	3	-4	-1.6	15	0.1	-2.1	-4.2	12	-17
The results go on.
SMILES	DAGLB inhibitor	Wnt act	Rtt109 HAT inh	E coli growth	Tat export inh	phage Ecoli inh	CAL PDZ inh	AddAB inh	PfHsp90 set2	PvdQ acylase
CC(=O)Nc1ccc(NC(=O)C(C)OC(=O)CCC2CCCC2)cc1 (stereo not given)	-3	-2	12	-2.5	1	3.5	-2.7	-0.9	.	-6
Cc1cc2nn(-c3cccc4ccccc34)nc2cc1NC(=O)c1cccs1	-2	.	3	-0.7	0	2.2	-1.3	2.5	-23	-13
CC(=O)NC1=NN(C(C)=O)C(C)(c2cccc([N+](=O)[O-])c2)S1 (stereo not given)	-1	0	-2	0.2	5	3.9	0.0	2.3	-2	-6
CCNS(=O)(=O)c1ccc(-c2ccc(-n3cnnn3)cc2)cc1	1	-4	-5	0.7	-3	1.3	-1.0	0.0	-9	-19
C(=C\c1ccccc1)/CN1CCN(Cc2nc(Cc3ccccc3)no2)CC1	-3	-4	.	0.4	0	2.3	-1.9	1.5	-13	-1
CC(=O)c1ccc(-c2ccc(Cn3c(C)nc4cc(N)c(C)nc43)cc2)cc1	3	0	2	4.6	1	7.0	-0.4	4.6	2	13
O=C(NC1CC1)C1=C[C@@H](c2ccc(C(F)(F)F)cc2)C[C@@H](OCc2ccc(CO)cc2)O1	0	8	5	0.1	3	1.6	-0.3	-0.8	-3	-8
COc1cccc(CN2CCN(Cc3cc4ccccc4o3)CC2CCO)c1 (stereo not given)	-2	-2	9	-2.4	-10	0.9	.	2.0	8	-9
Oc1ccccc1Cn1nnc2ccccc21	-3	0	3	3.3	-5	2.0	-0.3	2.8	1	4
O=C(CSc1ccccc1)NCC(c1ccco1)N1CCCCC1 (stereo not given)	3	4	-3	1.2	20	3.4	0.6	0.6	21	-3
CCOC(=O)c1ccc(N/C(=N/S(=O)(=O)c2ccccc2)c2ccccc2)cc1	-3	2	3	-0.2	1	-0.9	-1.8	4.8	9	-19
COC(=O)c1cc[n+](CC(=O)c2ccccc2)cc1	-6	.	-18	1.0	-12	5.0	.	1.2	7	-12
CC1CC(c2ccccc2)n2nc(NC(=O)CCc3ccccc3)nc2N1 (stereo not given)	-3	.	-2	-2.8	-3	-2.5	-0.6	0.9	-5	13
O=S(=O)(c1ccc2nc(-c3ccccc3)[nH]c2c1)N1CCN(c2cccc(Cl)c2)CC1	-5	0	2	2.3	-9	3.4	-0.5	1.2	0	-10

4 of the compounds above, comma-delimited:
SMILES,DAGLB inhibitor,Wnt act,Rtt109 HAT inh,E coli growth,Tat export inh,phage Ecoli inh,CAL PDZ inh,AddAB inh,PfHsp90 set2,PvdQ acylase
CCOC(=O)c1ccc(N/C(=N/S(=O)(=O)c2ccccc2)c2ccccc2)cc1,-3,2,3,-0.2,1,-0.9,-1.8,4.8,9,-19
COC(=O)c1cc[n+](CC(=O)c2ccccc2)cc1,-6,.,-18,1.0,-12,5.0,.,1.2,7,-12
CC1CC(c2ccccc2)n2nc(NC(=O)CCc3ccccc3)nc2N1 (stereo not given),-3,.,-2,-2.8,-3,-2.5,-0.6,0.9,-5,13
O=S(=O)(c1ccc2nc(-c3ccccc3)[nH]c2c1)N1CCN(c2cccc(Cl)c2)CC1,-5,0,2,2.3,-9,3.4,-0.5,1.2,0,-10

Screens as filed in PubChem BioAssay.
